Giardia kill = kills Giardia lamblia | AID 540267 | activity change, % at 7.66 µM, hits read low | actives 0.15% (n = 340,000) | Giardia lamblia trophozoite viability; in the data active = activity change below about -80%; inconclusive = between about -30% and that limit;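 also: parasites exposed to compound for two days anaerobically before the ATP read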
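Each well holds 100 Giardia trophozoites and compound. After two days (48 hrs) at 37 deg C in anaerobic conditions, ATP is quantified by luminescence.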
uPA surface inh = inhibitors of cell surface uPA generation; Potency, µM (titrated, usually from 38.3 µM), without a hit: top-dose activity change, negative = inhibition, hits mostly inhibitors; cell surface uPA generation assay, qHTS; actives 0.31% (n = 330,000); active = well fitted inhibition curve with a large enough effect; inconclusive = small, poorly fitted or top-dose-only effect; inactive = no such curve, though single readings can be large or run the other way; tested in mouse RAW 264.7 cells; also: potency is read from the fitted curve at half-maximal effect; nearly all actives have a fitted effect of over 55% in size
GALK inh = inhibitors of human galactokinase; Potency, µM (highest dose often 57.5 µM), for the others: at the highest dose activity change, negative = inhibition, most hits filed as inhibitors; P51570; actives 0.007% (n = 270,000); Purified GALK, Kinase-Glo residual ATP luminescence; also: potency is read from the fitted curve at half-maximal effect
Target sequence (P51570 whole entry, looked up): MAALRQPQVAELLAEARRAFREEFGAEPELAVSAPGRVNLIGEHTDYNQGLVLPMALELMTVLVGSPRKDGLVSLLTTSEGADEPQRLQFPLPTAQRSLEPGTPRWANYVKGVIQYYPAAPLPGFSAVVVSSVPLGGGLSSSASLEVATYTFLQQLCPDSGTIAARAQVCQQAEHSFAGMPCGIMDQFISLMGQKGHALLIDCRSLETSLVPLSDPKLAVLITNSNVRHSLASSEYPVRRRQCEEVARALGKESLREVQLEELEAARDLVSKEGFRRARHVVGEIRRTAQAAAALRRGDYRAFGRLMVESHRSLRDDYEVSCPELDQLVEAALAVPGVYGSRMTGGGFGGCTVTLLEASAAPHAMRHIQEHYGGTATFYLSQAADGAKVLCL
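Compounds were pin-transferred into ATP buffer (35 uM final), then GALK plus galactose (5 nM, 100 uM final) was added. After 1 h at room temperature, Kinase-Glo Plus was added and luminescence read after 10 min.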
B2AR arrestin = beta2AR (human) beta-arrestin recruitment activity; actives 0.02% (n = 330,000); beta-arrestin recruitment to beta2AR, cell-based reporter; P07550; Potency, µM (doses to about 46.1 µM), for inactives: at the top dose activation, actives largely listed as activators;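 also: potency is read from the fitted curve at half-maximal effect; 0% = DMSO controls and full agonism = EC100 isoproterenol or metaproterenol; nearly all actives have a fitted effect of over 65% in size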
Target sequence (P07550 whole entry, looked up): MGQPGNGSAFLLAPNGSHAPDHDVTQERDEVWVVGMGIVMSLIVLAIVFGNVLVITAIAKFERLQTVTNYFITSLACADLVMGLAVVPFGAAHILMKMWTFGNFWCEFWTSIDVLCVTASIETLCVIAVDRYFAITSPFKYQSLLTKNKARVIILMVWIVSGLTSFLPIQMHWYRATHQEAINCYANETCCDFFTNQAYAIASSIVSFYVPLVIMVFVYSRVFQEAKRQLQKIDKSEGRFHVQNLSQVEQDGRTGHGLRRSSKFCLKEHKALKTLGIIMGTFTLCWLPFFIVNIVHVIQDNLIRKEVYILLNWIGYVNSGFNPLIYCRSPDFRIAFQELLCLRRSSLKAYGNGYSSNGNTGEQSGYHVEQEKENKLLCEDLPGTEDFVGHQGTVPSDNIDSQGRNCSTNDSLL
Eya2 inh = inhibitors of human Eya2 phosphatase activity; O00167; recombinant Eya2, OMFP fluorescence dephosphorylation (OMFP is methylfluorescein phosphate); Potency, µM (titrated, usually from 76.9 µM), for the others: top-dose activity, negative = inhibition, usual class: inhibitors; actives 0.006% (n = 330,000); AID 488837; also: potency is read from the fitted curve at half-maximal effect
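Eya2 (0.2 uM) preincubated 10 min at ambient with compound, then OMFP substrate added at 50 uM; 10 min reaction in 50 mM HEPES pH 7.5, 50 mM NaCl, 5 uM MgCl2, 0.05% BSA, 1 mM DTT. Fluorescence read at Ex 485/Em 525 nm.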
Chronic BCR inh = blocks chronic active B-cell receptor signaling; ABC-DLBCL IkBa-CBG/CBR reporter, luminescence ratio, 4 h; Potency, µM (doses to about 46.1 µM), inactives show at the highest dose ratio change, negative = lower green/red ratio, usual class: inhibitors; actives 0.05% (n = 340,000); AID 493014; active = well fitted inhibition curve with a large enough effect in the signal ratio, with a control signal flat, not every such curve was filed as active; inconclusive = small, poorly fitted or top-dose-only effect, or effect the other way, or a change in a side signal; the % refers to the signal ratio;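 also: potency is read from the fitted curve at half-maximal effect; plate controls were basal doxycycline-induced cells for no effect and cells given 10 µM MG132 for full effect; MG132 reads +100%, hits lower the ratio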
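Doxycycline induced both beetle luciferases in TMD8 lymphoma cells; IKK-driven degradation limits the IkappaBalpha-fused green signal, while red luminescence normalises for cell number and nonspecific effects. Compounds tested up to 46 uM, 4 hrs.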
KCNH2 3.1 inh = inhibitors of human KCNH2 3.1 potassium channel isoform. activity change, % (tested at about 1.8 µM). U2OS KCNH2 3.1, thallium flux FluxOr; active compounds read low. actives 0.95% (n = 340,000);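 active = maximum activity change below -70%; inconclusive = maximum activity change from -70% to -50%; inactive = maximum activity change above -50%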;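 also: thallium influx rate constant from kinetic fluorescence after stimulation buffer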
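We transduce U2OS cells with the mutant 3.1 virus, culture them overnight, load FluxOr with Red40 quencher for 45 min, then add stimulation buffer and read kinetically for 2 min to derive a normalized rate constant.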
PKM2 activator = increases activity of human pyruvate kinase M2; actives 0.34% (n = 260,000); Potency, µM (top dose mostly 57.5 µM), for the others: top-dose activation, actives largely listed as activators; purified PKM2, Kinase-Glo ATP luminescence, activation; response scale: 0% is enzyme alone, no compound; also: potency is read from the fitted curve at half-maximal effect; nearly all actives have a fitted effect of over 55% in size
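Purified hPK-M2 (>95% pure) converted ADP (0.1 mM final) to ATP with 0.5 mM PEP in 50 mM imidazole pH7.2, KCl, MgCl2, Tween 20, BSA; 1 h at room temperature. ATP detected by Kinase-Glo luminescence.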
KCNH2 WT inh = blocks the wildtype human KCNH2 potassium channel; Q12809; AID 720551; activity change, % at 1.84 µM; actives 0.37% (n = 340,000); U2OS, BacMam KCNH2, thallium flux FluxOr; active compounds read low;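 active = maximum activity change below -70%; inconclusive = maximum activity change between -70% and -50%; inactive = maximum activity change above -50%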
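U2OS cells transduced with wild-type KCNH2 virus are loaded with FluxOr dye for 45 min, and thallium flux is measured in kinetic reads before and after stimulation buffer. Rate constants are normalized to DMSO controls.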
USP2a inh = inhibitors of human ubiquitin-specific protease USP2a; USP2 core, Ub-CHOP2 coupled fluorogenic reporter, 485/531; Potency, µM (series often up to 38.3 µM), without a hit: top-dose activity change, negative = inhibition, usual class: inhibitors; AID 463254; actives 0.01% (n = 330,000); O75604;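 also: potency is read from the fitted curve at half-maximal effect; plate controls were DMSO wells for no effect and full inhibition by NEM control for full effect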
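Cell-free coupled assay: 10nM USP2 core preincubated 30min RT with compound in Tris-HCl pH 8.0/CaCl2/CHAPS buffer, then 25nM Ub-CHOP2 and 25nM reporter substrate; fluorescence (Ex 485/Em 531) read after 60min RT, normalized to NEM inhibition, concentration-response curves fitted.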
FBPA coupling cs = coupling enzyme interference in Giardia aldolase counter-screen | activity change, negative = inhibition, % at 58.2 µM, hits read low | actives 0.67% (n = 290,000) | coupling enzyme system counterscreen, AmpLite Red fluorescence; in the data active = activity change below about -30%
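Counterscreen of the coupled detection system alone, without aldolase: glyceraldehyde-3-phosphate coupling enzymes plus AmpLite Red readout. Compounds at 57.5 uM final, 10 min RT preincubation, 20 min RT reaction, fluorescence 525/598 nm.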
* marks the source's active call; other numbers are inactive results; ? = inconclusive; . = not tested or not shown; [ ] = another dose, or the depositor's remark. Unless noted, calls follow the shape of the dose curve; as a rule, active = well fitted curve in the direction sought with a large enough effect; inconclusive = small, poorly fitted or top-dose-only effect, or another doubt; inactive = no such curve, though single readings can be large; an effect the other way counts as inactive or inconclusive. Unless noted, % is scaled to controls: 0 for no effect and ±100 for the full control effect.

SMILES	Giardia kill	uPA surface inh	GALK inh	B2AR arrestin	Eya2 inh	Chronic BCR inh	KCNH2 3.1 inh	PKM2 activator	KCNH2 WT inh	USP2a inh	FBPA coupling cs
O=c1[nH]c(=O)n(-c2cccc3ccccc23)c(O)c1/C=N/N1CCCCC1c1cccnc1 (centres undefined)	2.6	-9.6%	1.5%	-0.4%	4.7%	-3.1%	11.2	4.0%	-13.8	-1.0%	-0.1
O=C(c1cn(Cc2ccccc2)c2ccccc12)C1CC1	-11.0	0.4%	0.2%	-1.7%	-2.3%	-3.4%	-3.7	3.5%	2.8	-10.4%	-0.5
CN1CC(C(=O)c2ccc(Cl)cc2)C(c2ccccc2)C1 (centres undefined)	?	6.8%	-2.0%	0.1%	8.7%	0.8%	-14.8	.	58.6	3.6%	5.1
N#Cc1nc(-c2ccc(OCc3ccccc3)cc2)oc1NCCCn1ccnc1	8.1	6.1%	-3.1%	0.1%	-4.6%	?	?	8.9%	1.8	-9.0%	-1.4
CCCCCCNc1nc(OC)nc(N2CC3CC(C2)c2cccc(=O)n2C3)n1 (centres undefined)	12.8	-1.1%	0.6%	0.4%	5.3%	?	-0.8	0.3%	-7.7	0.5%	1.6
O=C(c1ccccc1)C(CN1CCCC1)c1ccccc1 (centres undefined)	?	-6.9%	2.3%	-1.9%	1.9%	?	1.2	7.3%	-10.9	-0.7%	3.4
COc1ccc(CN2CCN(C(=O)COc3cccc(C)c3)CC2)c(OC)c1	31.4[activator]	-3.5%	-1.6%	0.0%	7.0%	5.0%	-10.7	-1.7%	2.2	-0.7%	-0.8
COc1ccc(OCC(=O)N2CCN(Cc3ccc4c(c3)OCO4)CC2)cc1	-3.4	-7.6%	-1.2%	0.0%	-2.6%	-8.7%	0.6	-0.2%	3.7	0.0%	-1.5
COc1ccccc1-n1c(O)c(C=NCCN2CCNCC2)c(=O)[nH]c1=O	3.1	2.4%	0.3%	-1.1%	13.7%	8.8%	-5.0	-0.9%	-5.6	0.9%	1.5
Cc1ccc2c(c1)C1CN(C)CCC1N2C(=O)Nc1cccc(Cl)c1 (centres undefined)	-3.2	.	-1.9%	0.2%	-27.4%	?	7.5	5.5%	-7.0	0.0%	2.6
CCOP(=O)(OCC)C(NC(=O)c1ccccc1)C(Cl)(Cl)Cl (centres undefined)	-8.9	3.1%	.	3.0%	-2.8%	3.5%	-4.8	1.1%	2.2	3.4%	3.6
CSc1ncc(CN2CCCC(C(=O)c3ccccc3SC)C2)cn1 (centres undefined)	3.4	6.2%	-2.6%	-0.6%	-24.9%	1.2%	-2.5	4.5%	-13.2	7.0%	1.6
Clc1ccc(OCC#CCN2CCCC2)cc1	5.7	3.1%	-1.9%	-1.0%	-2.1%	10.3%	-8.4	-2.4%	15.5	5.6%	-0.1
N/C(=N\[N+](=O)[O-])N1CCN(C(=O)c2ccccc2)CC1	12.4	4.8%	-0.1%	0.1%	6.4%	-4.5%	19.2	1.0%	6.2	1.8%	-0.3
COc1ccccc1-c1nnc(NC(=O)CCS(=O)(=O)c2ccccc2)o1	22.1	?	-10.0%	-0.6%	2.0%	?	-4.1	-2.0%	1.6	2.0%	.
CC1CN(CC(=O)c2ccccc2Cl)CC(C)O1 (centres undefined)	-21.2	-0.5%	-2.7%	0.6%	-3.3%	?	-2.1	.	-12.0	-0.2%	-1.3
CC(C)(C)OCC1CO1 (centres undefined)	-7.4	7.5%	.	-1.3%	19.0%	?	1.5	.	4.3	0.2%	.
CCC1(C(=O)c2ccc(C)cc2)C2c3ccccc3OC(=O)C21C(=O)O (centres undefined)	-16.3	3.3%	-2.7%	-0.5%	1.1%	-1.7%	13.0	2.8%	13.0	0.8%	13.8
O=[N+]([O-])c1ccc(N2CCCC(C(F)(F)F)C2)c2ccncc12 (centres undefined)	-13.5	3.0%	-0.7%	0.3%	-3.1%	2.7%	-12.1	-0.4%	-0.9	-2.0%	-11.4
Cc1ccc(-n2c(/C=C/c3ccc4c(c3)OCO4)nc3ccccc3c2=O)cc1	.	.	0.7%	-1.0%	1.7%	1.1%	.	-1.1%	.	-0.8%	-0.6
N#Cc1ccc(OCC(=O)N2CCN(Cc3ccc4c(c3)OCO4)CC2)cc1	23.9	1.0%	-0.4%	0.1%	8.4%	2.0%	-10.0	-2.7%	9.6	-1.6%	0.1
Cc1cnc(NC(=O)CN2CCN(c3ccccn3)CC2)s1	-14.6	2.5%	5.4%	0.0%	-2.7%	?	-13.1	-8.0%	7.9	0.9%	0.0
CCOc1c(Cl)cc(CNCCc2c[nH]c3ccccc23)cc1OC	17.6	12.3%	2.2%	-0.7%	-7.5%	5.0%	6.8	4.0%	3.1	-0.2%	0.5
CCc1ccc(N2C(=O)NC(=O)/C(=C\c3cccn3CCOc3ccc(C(C)C)cc3)C2=O)cc1	5.5	-13.1%	-3.4%	0.6%	4.3%	7.7%	7.9	25.4%	-15.9	-0.6%	5.9
CCOc1cc(/C=N/NC(=O)c2cccnc2)ccc1O	-3.6	1.1%	-5.5%	0.1%	6.0%	?	14.3	2.5%	-4.7	2.6%	0.8
Cn1c(O)c(C=NCCCNC2CCCCC2)c(=O)n(C)c1=O	-20.4	-4.1%	0.3%	-0.4%	-12.2%	0.3%	3.1	-3.9%	-3.1	-1.7%	4.3
COC(=O)C1=C(c2c(C)noc2C)C[C@@H]2CC[C@H]1N2C(=O)N1CCCC1	2.2	10.0%	.	0.0%	9.1%	?	7.9	.	5.1	0.5%	.
COC(=O)c1ccc(CC(C(=O)c2ccccc2)N(C)C)cc1 (centres undefined)	-20.7	2.5%	4.5%	-0.5%	4.8%	?	-4.9	.	4.1	1.6%	2.3
Cc1ccc(C(C)C)c(OCC(=O)N2CCN(Cc3nc4cc([N+](=O)[O-])ccc4n3C)CC2)c1	-6.6	3.4%	3.9%	-0.4%	-10.3%	-2.3%	5.9	3.1%	-12.8	4.0%	-0.4
Cc1cccc(CN2CCCC(C(=O)c3cccc(OC(C)C)c3)C2)n1 (centres undefined)	20.5	5.9%	-0.6%	2.9%	-1.5%	0.1%	-5.2	2.2%	.	2.2%	0.8
CCOP(=O)(OCC)C(NC(=O)Cc1ccccc1)C(Cl)(Cl)Cl (centres undefined)	26.3	.	7.5%	0.1%	-6.5%	-3.2%	4.2	1.3%	-1.1	1.3%	6.0
CC1=NN(c2ccccc2)C(=O)C1/C=C1/C(=O)NC(=O)N(c2cccc(C)c2)C1=O (centres undefined)	.	.	-2.2%	-1.5%	-18.2%	16.2%	.	-3.1%	.	3.0%	9.3
CC(=NCc1cccnc1)c1c(O)n(-c2ccccc2C)c(=O)[nH]c1=O	2.1	9.0%	-0.8%	-0.2%	13.0%	23.0%	15.0	1.3%	-3.7	-1.7%	5.6
COc1cc2c(c(OC)c1OC)-c1ccc(O)c(=O)cc1[C@@H](NC(C)=O)CC2	9.4	8.91µM*	.	-0.1%	9.2%	?	13.8	.	-2.6	2.9%	-0.3
CCOc1ccc(C2SCC(=O)Nc3c2c(C)nn3C2CCOC(C)(C)C2)cc1 (centres undefined)	3.9	0.8%	2.7%	-0.8%	-10.8%	-10.2%	5.6	1.7%	0.6	2.5%	-1.3
COc1cc(C2NCc3ccccc3-n3cccc32)ccc1O (centres undefined)	8.1	-1.6%	-0.6%	-0.4%	1.0%	11.3%	-9.8	-0.3%	-1.4	2.9%	1.9
Fc1ccc(C2NCCc3[nH]cnc32)cc1 (centres undefined)	?	1.1%	1.3%	0.0%	3.1%	-2.5%	-3.8	-4.6%	-7.9	-5.7%	1.1
CN1CCN(c2nc(N)cc(=O)[nH]2)CC1	-6.5	4.6%	5.9%	0.6%	17.2%	0.3%	8.1	11.7%	1.5	2.9%	-1.0
Oc1ccc(-c2nccc(-c3ccc(Cl)cc3)n2)cc1	19.7	0.1%	-3.6%	0.3%	-14.5%	?	12.7	0.0%	-1.6	-0.1%	-1.8
CCOc1cccc(=NC2CCCCC2)c2c(C)n(C)c(C)c12	-14.0	-11.8%	4.7%	-0.4%	-2.1%	-26.0%	0.8	-4.3%	-5.4	2.7%	-6.8
Cc1nc2cc(C(F)(F)F)ccc2n1C1CCN(Cc2nnnn2Cc2ccc3c(c2)OCO3)CC1	-4.9	-2.3%	-2.5%	-0.1%	-21.1%	?	-76.6*	-0.8%	-16.3	-14.5%	-2.4

High-throughput results from PubChem BioAssay.

Not all compounds are listed, so the mix of outcomes need not match the whole.
